Assay outcomes deposited in PubChem by Sanford-Burnham Center for Chemical Genomics.
Mdm2 MdmX PPI = inhibitors of human Mdm2-MdmX association, primary screen, cell-based, luminescence, split luciferase, SaOS-2, uHTS | Protein Mdm4 (Homo sapiens) + E3 ubiquitin-protein ligase Mdm2 (Homo sapiens), … | 3% of 330,000 active | inhibition, % at 8 µM | SaOS-2 split-luciferase Mdm2/MdmX complementation;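 active means inhibition of at least 50% at 8 µM in the primary screen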
Target sequence (O15151 whole entry, looked up): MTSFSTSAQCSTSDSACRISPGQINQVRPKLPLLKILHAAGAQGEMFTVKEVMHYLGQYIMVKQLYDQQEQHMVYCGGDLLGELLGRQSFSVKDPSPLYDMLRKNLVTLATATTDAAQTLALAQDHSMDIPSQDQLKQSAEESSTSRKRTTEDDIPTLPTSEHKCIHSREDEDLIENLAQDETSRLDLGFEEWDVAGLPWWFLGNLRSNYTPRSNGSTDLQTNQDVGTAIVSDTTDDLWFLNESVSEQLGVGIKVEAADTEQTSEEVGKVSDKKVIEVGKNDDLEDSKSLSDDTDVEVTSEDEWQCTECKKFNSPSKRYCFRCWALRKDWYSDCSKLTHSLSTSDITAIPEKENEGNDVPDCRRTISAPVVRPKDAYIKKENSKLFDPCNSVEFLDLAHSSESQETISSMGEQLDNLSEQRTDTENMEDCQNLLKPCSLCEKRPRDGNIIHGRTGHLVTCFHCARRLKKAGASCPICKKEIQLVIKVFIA
Target sequence (Q00987 whole entry, looked up): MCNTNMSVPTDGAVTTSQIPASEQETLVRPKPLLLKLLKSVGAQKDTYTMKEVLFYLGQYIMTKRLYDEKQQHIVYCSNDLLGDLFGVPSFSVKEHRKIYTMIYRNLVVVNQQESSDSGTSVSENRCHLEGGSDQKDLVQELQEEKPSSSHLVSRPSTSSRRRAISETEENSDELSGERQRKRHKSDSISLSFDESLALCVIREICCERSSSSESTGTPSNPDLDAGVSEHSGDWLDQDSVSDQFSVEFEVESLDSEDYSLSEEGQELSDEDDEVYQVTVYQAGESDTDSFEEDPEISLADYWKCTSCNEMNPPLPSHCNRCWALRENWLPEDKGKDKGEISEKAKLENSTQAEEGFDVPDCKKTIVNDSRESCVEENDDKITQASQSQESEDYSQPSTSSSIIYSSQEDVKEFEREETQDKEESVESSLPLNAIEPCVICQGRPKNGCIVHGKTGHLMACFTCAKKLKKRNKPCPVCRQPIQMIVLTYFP
XBP1 UPR activ = activators of adaptive XBP1 UPR arm, primary screen, cell-based, CHO-XBP1 luciferase reporter, luminescence, uHTS | AID 463104, 2010 | IRE1-XBP1 UPR activation; percent of tunicamycin response, DMSO as zero | activation, % at 20 µM | 0.33% of 330,000 active;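 active means versus positive control, 20 µM dose yields 30% or more activation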;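 further: 100% = tunicamycin at 10 µg/mL and 0% = DMSO only wells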
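Material: CHO-XBP1 cells stably carrying IRE1-XBP1-driven luciferase reporter / Amount: 1000 cells per well / Compound: 20 µM, 1% DMSO / Times: 6 h treatment, 37 °C / Detection: luciferase luminescence / Measure: % activation of reporter signal versus tunicamycin and DMSO controls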
NLRP3 yeast inh = NALP3 inflammasome inhibitors in reconstituted yeast, primary screen, luminescence, uHTS; Yeast reconstituted NLRP3/ASC/caspase-1, beta-gal luminescence, 24 h; inhibition, % at 10 µM; 0.39% of 330,000 active; AID 2825, 2010;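 active means inhibition of 50% or more; inactive means inhibition below 50%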;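 further: plate controls were induced DMSO wells for no effect and uninduced yeast grown without galactose for full effect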
UPR CHOP act = activators of apoptotic CHOP UPR arm, primary screen, cell-based, CHO-CHOP luciferase reporter, luminescence, uHTS; UPR activation; percent of tunicamycin response over DMSO baseline; 0.34% of 330,000 active; activation, % at 10 µM;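 active means at 10 µM dose, activation of 40% or more, normalized to positive control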;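 further: 100% = tunicamycin at 10 µg/mL and 0% = DMSO alone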
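Assay system: CHO cells with stable CHOP pathway luciferase reporter; Buffer or medium: F12 plus 10% serum; Times: 16-18 h cell attachment, then 6 h compound exposure, 37 °C; Signal: luciferase luminescence; Read-out basis: percent activation relative to tunicamycin control; Control set: tunicamycin high control, DMSO low control.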
APJ ag = agonists of human apelin receptor APJ, primary screen, CHO-K1 cells, PathHunter beta-arrestin, luminescence; 0% DMSO wells, 100% apelin; activation, % at 20 µM; 0.11% of 330,000 active; AID 2520, 2010;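 active means activation more than six SD over the plate average, tested at 20 µM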;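 further: 0% = DMSO alone and 100% = apelin-13 at 10 nM; some results filed as inactive read as strong as hits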
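Assay system: engineered CHO-K1 APJ arrestin reporter cells; Amount: 1000 CHO-K1 reporter cells seeded per well; Dosing: one dose, 20 µM compound, 1% DMSO; Times: compound stimulation 90 min at 25 °C, detection 60 min; Measured by: luminescent beta-gal fragment complementation, chemiluminescent substrate; Read-out: APJ–arrestin association signal; Controls: DMSO vs Apelin-13 10 nM.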
tim23-1 inh = growth inhibitors of tim23-1 mutant yeast, primary screen, luminescence, uHTS; S. cerevisiae tim23-1 growth, BacTiter-Glo luminescence, 24 h; inhibition, % at 20 µM; 1.3% of 330,000 active; AID 463212, 2010;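 active means growth inhibition of the mutant yeast at or above 50%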;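 further: temperature-sensitive mutant grown at 25 °C; plate controls were DMSO-treated mutant yeast for no effect and medium wells lacking yeast for full effect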
NR3A LBD binder = binders of NR3A ligand-binding domain, primary screen, biophysical, differential scanning fluorimetry, uHTS; Glutamate receptor ionotropic, NMDA 3A (GRIN3A) ligand-binding domain; NR3A LBD differential scanning fluorimetry, Tm shift; 0% = protein alone, 100% = glycine-bound protein; Tm shift relative to glycine control, % at 25 µM; 2.5% of 340,000 active; AID 1259313, 2017;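 active means melting temperature shift of at least 10% of the positive control shift, at one fixed dose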
TIM10 inh = growth inhibitors of isogenic TIM10 control yeast, primary screen, counter-screen for tim10-1 yeast inhibitor project, luminescence, uHTS; S. cerevisiae TIM10 strain growth, BacTiter-Glo luminescence, 24 h; inhibition, % at 10 µM; 1.4% of 330,000 active; AID 463195, 2010;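 active means inhibition of 40% or more at the single tested concentration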;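 further: wild-type TIM10 isogenic control strain grown at permissive 25 °C; 0% = DMSO yeast wells and 100% = minimal medium wells without yeast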
tim10-1 inh = growth inhibitors of tim10-1 mutant yeast, primary screen, luminescence, uHTS | S. cerevisiae tim10-1 ts strain growth, BacTiter-Glo, 24 h | inhibition, % at 20 µM | 2.2% of 330,000 active | AID 463190, 2010;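 active means inhibition of at least 40%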;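 further: mutant grown at 25 °C; 0% = DMSO wells with yeast and 100% = wells holding no yeast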
* hit, by the source's call.

Sequence of screens: APJ ag	UPR CHOP act	NR3A LBD binder	NLRP3 yeast inh	tim10-1 inh	Mdm2 MdmX PPI	TIM10 inh	tim23-1 inh	XBP1 UPR activ
> CCOC(=O)N1CCC(NC(=O)c2ccc(CNS(=O)(=O)c3ccc(F)cc3)cc2)CC1
  0	-0.6	2	0	4	-2	5	31	-4
> COc1cc(OC)c(NC(=O)c2sc3ncn(CC(=O)N4CCN(c5ccccn5)CC4)c(=O)c3c2C)cc1Cl
  4	0.1	4	14	-12	26	-6	-19	-3
> CCOC(=O)c1ccccc1NC(=O)CC1SC(=NC)N(C)C1=O (stereo unspecified)
  -5	-0.3	-1	0	8	15	1	11	-7
> Cc1cc(C)nc(NS(=O)(=O)c2ccc(N3C(=O)C4CC=C(Cl)CC4C3=O)cc2)n1 (stereo unspecified)
  0	-2.1	0	-3	-10	17	12	5	-1
> COc1ccc(C2=NNC(c3ccco3)=Nc3ccc(F)cc32)cc1
  -1	1.5	0	21	16	-3	10	37	0
> NNC(=O)/C(=C\c1ccc(Br)cc1)NC(=O)c1cccs1
  4	-1.2	-3	-6	23	27	4	24	-3
> O=C(OCc1cc2ccccc2[nH]c1=O)C1CCCCC1
  -1	-0.7	0	12	27	23	2	10	-2
> COC(=O)c1ccc(NC(=O)C(=O)N2CCN(C(=S)NCCc3ccccc3)CC2)cc1
  3	1.6	15*	16	22	14	20	35	-2
> CSc1ccc(CN2CCC(CO)(Cc3ccc(Cl)cc3)CC2)cc1
  8	-0.2	-1	31	-43	43	-26	10	-1
> O=C1C=C(Nc2ccc(F)cc2)c2ccccc2C1=O
  11	62*	0	27	12	44	12	14	2
> CCOC(=O)c1ccc(COC(=O)CCc2nc3ccccc3[nH]c2=O)o1
  -2	-2.1	0	11	20	15	-6	-1	-2
> COc1ccc2c(=O)cc(CO)oc2c1
  4	1.4	0	-5	-4	2	9	12	-2
> O=C(c1c(F)cccc1F)N1CCC(O)(c2cccnc2)CC1
  3	-0.2	0	19	3	4	21	3	-1
> C/C=N/NC(=O)CCCC(=O)N/N=C/C
  -2	-2.2	1	22	8	4	19	6	-3
> C[C@@H](NC(=O)c1coc(=O)c(Br)c1)c1ccccc1
  -1	115*	0	27	22	42	16	25	-9
> Cc1nnc(C)n1N
  -6	0.1	0	-3	16	2	-11	-4	-4
> Cc1nc2c(cc1C(=O)N/N=C/c1ccc([N+](=O)[O-])cc1)c(=O)n(C)c(=O)n2C
  0	1.4	-5	7	11	12	11	5	1
> CC(C)C(=O)Nc1ncc(Cc2ccccc2Cl)s1
  -4	0.4	1	27	32	19	24	17	-2
> Cc1cc(SCC(=O)c2ccc(Cl)cc2)nc(=O)[nH]1
  -2	3.5	1	11	5	-148	5	8	-4
> CN(C)CCCNC(NC(=O)c1cccs1)C(Cl)(Cl)Cl (stereo unspecified)
  -3	2.1	-1	8	24	-18	13	5	-2
> CCOC(=O)c1c(C)[nH]c(C(=O)COC(=O)/C=C/c2ccc(OCC#N)c(OC)c2)c1C
  -2	-0.4	0	3	-8	-3	-14	-7	-1
> COc1ccc(OC)c(/C=C2\SC(=S)N(C(C(=O)O)c3ccccc3)C2=O)c1 (stereo unspecified)
  7	0.8	6	10	-2	-6	8	15	-3
> COCCNC(=O)C(c1ccc(C)cc1)N(CCOC)C(=O)CCC(=O)Nc1ccccn1 (stereo unspecified)
  -1	2.7	0	12	6	5	-12	15	-10
> N#CC1=C(N)Oc2n[nH]c(-c3ccccc3)c2C1c1cccnc1 (stereo unspecified)
  2	-0.8	0	8	18	14	12	10	-3
> Cc1ccc(/C=C/C(=O)NC2CCS(=O)(=O)C2)cc1 (stereo unspecified)
  0	1.7	-1	21	4	-1	5	8	-2
> O=C(Nc1nnc(-c2ccc3c(c2)CCCC3)o1)c1c(F)cccc1F
  -2	-4.0	-1	-3	13	15	10	37	-2
> CC(=O)N1CCN(CCN(CC2C(C)C=C(C)CC2C)C(C)=O)CC1 (stereo unspecified)
  3	0.1	-3	4	12	15	0	4	-5
> Clc1ccc(COn2c(-c3ccccc3)nc3ccccc32)cc1
  -3	1.1	0	17	24	10	23	32	0
> O=C(CN1CCOCC1)NNC(=S)Nc1ccc(Cl)cc1
  -1	-0.8	-2	-5	-15	0	-40	-39	-2
> CCSC1(SCC)N=C(N)C2(C#N)C(c3ccccc3)NC(C)=CC12C#N (stereo unspecified)
  0	-1.0	0	9	11	16	-11	10	-4

Two of the compounds above, with each value named:
CN(C)CCCNC(NC(=O)c1cccs1)C(Cl)(Cl)Cl (stereo unspecified)
  APJ ag: -3	UPR CHOP act: 2.1	NR3A LBD binder: -1	NLRP3 yeast inh: 8	tim10-1 inh: 24	Mdm2 MdmX PPI: -18	TIM10 inh: 13	tim23-1 inh: 5	XBP1 UPR activ: -2
CCOC(=O)c1c(C)[nH]c(C(=O)COC(=O)/C=C/c2ccc(OCC#N)c(OC)c2)c1C
  APJ ag: -2	UPR CHOP act: -0.4	NR3A LBD binder: 0	NLRP3 yeast inh: 3	tim10-1 inh: -8	Mdm2 MdmX PPI: -3	TIM10 inh: -14	tim23-1 inh: -7	XBP1 UPR activ: -1

Remaining list, next part.
Sequence of screens: APJ ag	UPR CHOP act	NR3A LBD binder	NLRP3 yeast inh	tim10-1 inh	Mdm2 MdmX PPI	TIM10 inh	tim23-1 inh	XBP1 UPR activ
> Cc1nnsc1-c1c(C(=O)N2CCOCC2)c(C)nn1-c1ccc(Cl)cc1
  4	-1.1	3	9	1	13	-19	-2	1
> COc1ccc(CC(=O)NCc2csc(-c3cccs3)n2)cc1OC
  -2	-1.4	-2	12	17	-6	17	19	-2
> Cc1ccc(NC(=O)N2CCC(C(=O)NCC(C)C)CC2)cc1
  -4	-0.2	0	-7	-3	-13	-13	-9	0
> COc1ccc(C(=O)Nc2ccccc2C(=O)N/N=C/c2ccc(O)c(OC)c2)cc1
  -1	-11	4	-6	97*	28	93*	96*	-15
> CCOC(=O)c1cccc(NC(=O)Nc2cc(OC)ccc2OC)c1
  -4	-1.0	4	22	41*	27	40*	39	0
> COc1ccc(C2=NN(c3nc4ccccc4s3)C(=O)C2)cc1
  2	-0.3	-23	10	7	2	3	18	-5
> COc1ccc(CN2C(=O)c3ccccc3C(/C=N\OCc3ccc(F)cc3)C2=O)cc1 (stereo unspecified)
  -7	1.4	6	13	14	44	7	17	-2
> COc1cc(OC)c([N+](=O)[O-])cc1/C=N/NC(=O)c1ccncc1
  -2	4.6	0	15	-9	-7	7	-9	1
> Cc1nc2c(-c3ccccc3)c[nH]n2c(=O)c1Cc1ccccc1
  -2	13	-12	4	-8	49	-13	8	0
> CCC[C@@H]1CCCO[C@@](C(=O)NCCN2CCOCC2)(C(F)(F)F)C1
  3	0.6	3	7	5	-14	9	17	4
> C#Cc1cccc(NC(=O)CSc2nnc(-c3ccc(C(F)(F)F)cn3)o2)c1
  -3	0.3	0	12	-39	-29	-36	-6	-1
> CN1CCC(=O)N(CCSc2ccccc2)CC1
  -2	2.7	0	5	13	-15	-13	9	4
> CCSC1=N/C(=C\c2ccc(-c3ccccc3[N+](=O)[O-])o2)C(=O)S1
  0	0.2	-1	16	32	19	6	18	4
> O=C(O)c1nnn(-c2ccc([N+](=O)[O-])cc2)c1-c1ccccc1
  1	-1.5	0	4	10	7	8	-9	-2
> CCOC(=O)C(=O)Nc1nnc(COc2ccccc2)s1
  -5	0.2	-1	11	-2	-9	-9	3	-1
> Cc1occc1-c1nnc(SCC(=O)c2ccc3c(c2)OCCO3)n1CC1CCCO1 (stereo unspecified)
  -2	-2.5	1	-4	9	6	23	18	-1
> C[C@@H]1CN(S(=O)(=O)c2c(F)cccc2F)CCN1S(=O)(=O)c1ccc2c(c1)OCCO2
  0	1.2	0	-3	19	-10	9	41	-2
> O=C1CC(c2ccc(O)c(O)c2)Oc2cc(O)cc(O)c21 (stereo unspecified)
  3	26	8	4	0	-3	-2	1	27
> COc1ccc2c(c1OC)C(=O)N1C2SC[C@H]1C(=O)NC1CC1 (stereo partly specified)
  -4	0.0	0	-4	0	3	2	-13	-2
> CC(Cc1ccccc1)C(=O)N[C@@H](CO)Cc1ccccc1 (stereo partly specified)
  2	-0.5	0	4	4	23	-10	13	9
> C=CCNC(=O)c1cc(Cl)cc(Cl)c1
  0	-1.0	-4	1	-4	-17	9	1	-3
> O=C(O)c1cccc(N/C(=N\S(=O)(=O)c2ccccc2)c2ccccc2)c1
  -4	-0.5	-5	2	3	13	14	-11	3
> O=C(CCN1C(=O)/C(=C/c2ccc(F)cc2)SC1=S)NCCc1cnc[nH]1
  0	1.1	2	8	16	-6	1	18	-2
> Cc1cc(C)c(OCC(=O)Nc2ccc(S(=O)(=O)N3CCOCC3)cc2)c(C)c1
  -1	1.8	-15	7	37	43	16	39	-6
> O=C(CSc1nnc2scc(-c3ccccc3)n12)Nc1nsc(-c2ccc(Cl)cc2)n1
  -1	-0.7	0	3	28	31	-20	25	-1
> Cc1c(C)c2c(OCC(=O)NCc3ccccn3)cc3c(c2oc1=O)CCC(C)(C)O3
  0	-2.3	-5	11	24	9	26	37	-1
